Compound activity deposited in PubChem by Sanford-Burnham Center for Chemical Genomics.
MPTP block: inhibitors of mitochondrial permeability transition pore; isolated mouse mitochondria, Ca2+ swelling absorbance, 30 min; inhibition, % at 10 µM; 360,000 compounds, 1.4% hits;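 active = inhibition of 50% or more, scaled per plate between neutral and stimulator controls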;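 note: 0% = DMSO wells given calcium and 100% = 1 mM EGTA wells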
ATG4B inhibitor: inhibitors of human ATG4B cysteine protease. ATG4B cleavage of LC3-PLA2, NBD-HPC fluorescence, 1 h. 340,000 compounds, 0.51% hits. inhibition, % at 8.33 µM. AID 504462; in the data active = inhibition above about 40%
NR3A LBD binder: modulators (binders) of human NR3A ligand-binding domain. NR3A LBD differential scanning fluorimetry, Tm shift; 0% = protein alone, 100% = glycine-bound protein. Tm shift relative to glycine control, % at 25 µM. AID 1259313. 340,000 compounds, 2.5% hits;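 active = melting temperature shift of at least 10% of the positive control shift, at one fixed dose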
PfGluPho inh: PfG6PD (Plasmodium falciparum) enzyme inhibition; 350,000 compounds, 0.78% hits; PfGluPho enzyme, NADPH resazurin-diaphorase fluorescence; AID 504690; inhibition, % at 20 µM;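 active = inhibition reaching at least a set limit at 20 µM in the primary screen, cut at about 59% in these data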;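 note: 0% = DMSO wells with substrate and 100% = DMSO wells lacking glucose-6-phosphate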
hIAP act: human IAP activation; P09923; purified human IAP, CDP-Star luminescence, 30 min; active compounds read high; 1 = vehicle-only enzyme, 0 = enzyme-free background; activation factor at 10 µM; 330,000 compounds, 0.16% hits; AID 2524;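 active = activation factor of the enzyme at least 2-fold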; note: the source names both 10 and 20 µM as test concentration; values of inactives mirror those of a sister screen read the other way
Target sequence (P09923 whole entry, looked up): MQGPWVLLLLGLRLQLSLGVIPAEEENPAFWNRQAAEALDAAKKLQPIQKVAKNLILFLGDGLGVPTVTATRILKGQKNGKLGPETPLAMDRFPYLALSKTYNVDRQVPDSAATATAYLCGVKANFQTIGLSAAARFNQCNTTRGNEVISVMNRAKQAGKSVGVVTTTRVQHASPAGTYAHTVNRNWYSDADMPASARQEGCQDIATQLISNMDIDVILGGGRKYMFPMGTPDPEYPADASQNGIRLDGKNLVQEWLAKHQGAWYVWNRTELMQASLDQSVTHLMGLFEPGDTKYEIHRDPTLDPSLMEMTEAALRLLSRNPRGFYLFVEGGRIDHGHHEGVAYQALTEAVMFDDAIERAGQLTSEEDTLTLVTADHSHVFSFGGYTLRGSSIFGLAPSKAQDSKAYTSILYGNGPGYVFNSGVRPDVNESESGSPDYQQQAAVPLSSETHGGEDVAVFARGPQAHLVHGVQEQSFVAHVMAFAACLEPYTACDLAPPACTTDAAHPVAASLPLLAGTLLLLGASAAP
SENP6 inh: inhibitors of human SENP6 protease. Q9GZR1. Recombinant SENP6 catalytic domain, aminoluciferin luminescence. inhibition, % at 10 µM. 330,000 compounds, 1.8% hits. AID 2599;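 active = inhibition above about 50% at the single tested dose, limit read from the data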;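 note: plate controls were DMSO wells with enzyme for no effect and DMSO wells lacking enzyme for full effect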
Target sequence (Q9GZR1 628-1112 limits assumed): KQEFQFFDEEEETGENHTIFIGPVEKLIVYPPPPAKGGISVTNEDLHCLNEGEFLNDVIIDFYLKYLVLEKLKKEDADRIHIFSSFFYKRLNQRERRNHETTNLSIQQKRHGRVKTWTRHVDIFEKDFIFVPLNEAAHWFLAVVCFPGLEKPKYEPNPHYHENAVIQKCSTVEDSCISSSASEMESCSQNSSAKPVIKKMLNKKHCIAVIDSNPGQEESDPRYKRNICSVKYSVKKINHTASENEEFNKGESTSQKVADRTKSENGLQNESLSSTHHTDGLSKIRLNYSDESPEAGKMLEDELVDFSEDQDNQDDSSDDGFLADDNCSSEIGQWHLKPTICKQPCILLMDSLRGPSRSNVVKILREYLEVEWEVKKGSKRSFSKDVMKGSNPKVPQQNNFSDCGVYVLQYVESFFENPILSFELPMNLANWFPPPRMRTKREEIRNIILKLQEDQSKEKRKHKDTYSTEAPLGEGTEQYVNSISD
SENP1 inh: inhibitors of human SENP1 SUMO protease catalytic domain; recombinant SENP1 catalytic domain, CyPet-SUMO1-YPet FRET cleavage; inhibition, % at 10 µM; 360,000 compounds, 0.21% hits; AID 624204;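 active = inhibition at least 30% at 10 µM, raw YFP signal under a set limit, fluorescence ratio 0.5 to 1.5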;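 note: 0% = enzyme with DMSO and 100% = no enzyme wells; some results filed as inactive read as strong as hits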
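Material: hSENP1 catalytic domain, recombinant; medium: Tris pH 8 with BME, BSA, NP40 and catalase; compound: single concentration of 10 µM compound, 0.5% DMSO final; technique: FRET read of cyan and yellow fluorescence; timing: 50 min enzyme reaction, room temperature, light-protected; reagent: SFCypet-SUMO1-SFYpet substrate at 25 nM; control set: no-enzyme low, enzyme-DMSO high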
SENP8 block: blocks human SENP8 cleavage of Nedd8 substrate. 360,000 compounds, 0.64% hits. recombinant SENP8, Nedd8 substrate fluorescence. AID 602440. Q96LD8. inhibition, % at 20 µM; in the data active = inhibition mostly above about 40%, no sharp cut-off; inactive = mostly below about 27%
* = called active by the depositor; · = not tested or not shown.

Sequence of screens: hIAP act	SENP6 inh	NR3A LBD binder	PfGluPho inh	MPTP block	SENP1 inh	SENP8 block	ATG4B inhibitor
1) O=C(Cn1cnc2c(nnn2Cc2ccc(Cl)cc2)c1=O)NC1CCCC1
    0.97	9	1	3	-1.9	1	10	-7
2) COc1ccc(OCc2cn3c(C)cc(C)nc3n2)cc1
    1	-12	1	13	0.9	1	-24	22
3) COC(C(=O)Nc1ccnn1C1CCN(Cc2cnn(C(C)C)c2)CC1)c1ccccc1 (configuration not stated)
    0.84	-9	-1	3	-0.4	2	4	-3
4) OCCN=c1cc(-c2ccccc2)oc2ccc(Cl)cc12
    0.97	-18	-1	-15	0.7	-1	-29	0
5) CCCCOC(=O)NCN1C(=O)C2C3C=CC(C3)C2C1=O (configuration not stated)
    1.1	-8	2	13	17	0	15	-4
6) Cc1ccc(-c2sc(-c3cccnc3)nc2CC(=O)O)cc1
    1	-20	1	-11	-2.9	-8	-89	-12
7) Cc1ccc(N(C)S(=O)(=O)c2csc(C(N)=O)c2)cc1C
    1.2	6	1	9	0.1	1	8	-7
8) O=C(O)C1C2CCC(O2)C1C(=O)NCCC1=CCCCC1 (configuration not stated)
    1	19	2	2	-1.6	-15	1	-3
9) COc1ccccc1Nc1cc(C)nc(Nc2ccccc2OC)n1
    0.95	-7	1	19	0.0	1	-31	7
10) Cc1ccc(NC(=S)N2CCN(c3ncccn3)CC2)c(C)c1
    1.1	0	-6	12	0.5	2	6	4
11) O=S(=O)(/N=C(/Nc1ccccc1)c1ccccc1O)c1ccccc1
    0.91	-20	-2	-8	0.2	-5	-2	-4
12) Cc1ccc(CCC(=O)NCc2ccccc2)o1
    1.3	3	-1	13	-1.2	-8	4	0
13) CC1CC(C)CN(C(=O)CCCn2c(=S)[nH]c3ccccc3c2=O)C1 (configuration not stated)
    0.84	-2	-4	0	5.3	0	23	-2
14) Cc1ccc(-c2csc(-c3c[nH]c4ccccc34)n2)cc1
    1.1	-8	26*	39	2.7	3	-133	5
15) COc1ccc(CC(=O)N2CCN(S(=O)(=O)c3cccs3)CC2)cc1OC
    0.92	-5	-1	-5	1.4	-2	-4	-5
16) Cc1ccc(-c2nc(SCC(=O)c3c(N)n(C4CC4)c(=O)[nH]c3=O)n[nH]2)cc1
    1.1	5	-1	-3	-0.7	-2	17	-2
17) CC1=C(C(=O)OCc2ccc3c(c2)OCO3)C(c2ccc(Cl)cc2)NC(=O)N1 (configuration not stated)
    1.1	-25	·	-13	2.6	1	7	-21
18) CCCCc1cc(=O)oc2c(C)c(OCC(=O)NCc3ccccn3)ccc12
    1.2	5	2	2	-2.8	-1	-28	-6
19) OC1(c2cccc(C(F)(F)F)c2)CCN(c2ccc(-c3ccccc3)nn2)CC1
    0.86	-28	-21	-3	2.5	0	3	-10
20) S=c1[nH]ccn1CCc1ccccc1
    1.1	-23	0	33	-0.2	-3	4	-4
21) COc1ccc(O)c(-c2cc(-c3ccc(F)cc3)n[nH]2)c1
    1.5	56*	3	17	1.9	-3	-10	-3
22) O=C(CCN1C(=O)/C(=C/c2ccccc2F)SC1=S)NC1C=CS(=O)(=O)C1 (configuration not stated)
    1.3	-20	0	12	-0.2	1	8	-7
23) Cc1noc(C)c1COC(=O)c1cc(F)c(F)cc1Cl
    1	7	1	-13	-1.3	0	13	-4
24) COC(=O)C(CC(C)C)NC(=O)c1ccc([N+](=O)[O-])c(C)c1 (configuration not stated)
    0.95	-3	0	0	-0.7	-1	29	-8
25) Cc1ccc(SCCC(=O)Nc2ccccc2C(=O)NC(C)C)cc1
    0.99	-6	14*	-7	1.1	1	-28	2
26) CCc1ccc(NC(=O)CSc2nnc(-c3ccccn3)n2C)cc1
    0.95	0	1	0	0.6	2	4	-3
27) COC(=O)c1c(NC(=O)COC(=O)[C@@H](NS(=O)(=O)c2cccc(Cl)c2)C(C)C)sc2c1CCC2
    0.95	-32	-16	23	1.9	-3	-101	21
28) O=C(COc1coc(CN2CCN(c3ccc(F)cc3)CC2)cc1=O)NC1CCCCC1
    ·	·	-3	-16	-0.1	-1	17	3
29) CCOC(=O)CNC(=O)C1(/C=C/c2ccccc2)CC(=O)N1c1ccc(C)cc1 (configuration not stated)
    1.1	-5	-1	-10	0.2	2	14	-3
30) O=C(COc1ccc2c3c(c(=O)oc2c1)CCCC3)NCC(O)c1ccccc1 (configuration not stated)
    0.97	11	1	-12	0.0	2	-259	8
31) COc1ccc2cc(C=O)n(C)c2c1
    1.1	-8	-1	9	1.9	1	6	-2
32) CC(N=C1NS(=O)(=O)c2ccccc21)C(=O)NCc1ccncc1 (configuration not stated)
    0.86	-5	2	5	-0.5	0	4	-6
33) CCCNC(=O)Cn1c2ccccc2c2nc(=O)cc(C)n21
    0.73	-8	1	1	-0.1	1	-17	-11
34) O=C(CCN1C(=O)c2cccc3cccc(c23)C1=O)NCc1ccco1
    0.93	-12	1	-2	1.4	3	-158	12
35) COc1ccccc1N(CC(=O)Nc1ccccc1C)S(C)(=O)=O
    1.3	-29	1	-10	-3.0	1	3	0
36) O=C(Nc1ccc(N2CCOCC2)cc1)Nc1ccc2nc(-c3ccco3)c(-c3ccco3)nc2c1
    0.9	27	3	-7	7.4	-24	-234	2
37) CC1CCN(S(=O)(=O)c2ccc(NC(=O)C3CC(=O)N(c4ccccc4)C3)cc2)CC1 (configuration not stated)
    0.93	10	-3	2	1.0	-2	-2	-7
38) COc1ccccc1-c1nnc2n1N=C(C)CS2
    0.97	-9	3	8	-1.1	2	8	-8
39) COc1ccccc1-c1nnc(Nc2nc3c(OC)cccc3s2)o1
    1.7	34	0	-6	2.5	-48	-316	7
40) C=C1CCN([C@@H](C)C(=O)NCc2ccc(OC)cc2)S(=O)(=O)c2ccccc21
    1.2	-5	0	0	-0.3	2	11	-6
41) NC(=O)c1ccc(-n2nc(C(F)(F)F)c3c2CCCC3)cc1
    0.87	7	-2	-5	0.6	0	10	-13
42) COc1ccc(OC)c(-c2cc(C(=O)Nc3c(C)nn(Cc4ccccc4)c3C)no2)c1
    0.97	6	0	11	-2.0	0	-301	9
43) O=C(N/C(=C/c1cccs1)C(=O)N1CCOCC1)c1ccco1
    0.98	-21	1	-4	1.7	2	11	7
44) CCC(=O)Nc1cccc(NC(=O)c2cccc([N+](=O)[O-])c2)c1
    0.87	3	-14	-4	0.2	3	8	-3
45) O=C(Nc1ccc(Oc2ccccc2)cc1)c1ccc(Cn2c(=O)[nH]c3ccsc3c2=O)cc1
    0.97	-4	-2	-3	-1.9	0	3	3
46) Cc1ccc(-n2nnnc2SCC(=O)NC2CCS(=O)(=O)C2)c(C)c1 (configuration not stated)
    1	-7	19*	-7	0.8	0	16	-2
47) COc1ccc(CCNC(=O)c2ccc(=O)[nH]c2)cc1
    0.95	21	1	0	-1.8	1	16	16
48) CC(C)CN(C(=O)COC(=O)c1cccs1)c1c(N)n(Cc2ccccc2)c(=O)[nH]c1=O
    ·	·	·	-16	1.3	1	16	·
49) CCCC(=O)Nc1ccc(C(=O)NNC(=O)c2cccc([N+](=O)[O-])c2)cc1
    1.1	4	-3	-12	-1.9	1	7	9
50) Cc1c(C(=O)N2CCN(S(=O)(=O)c3cccs3)CC2)oc2ccc(F)cc12
    1.1	-4	2	-11	-2.4	0	1	-6

Further structures
Sequence of screens: hIAP act	SENP6 inh	NR3A LBD binder	PfGluPho inh	MPTP block	SENP1 inh	SENP8 block	ATG4B inhibitor
51) CN(C)/C=N/C(=S)Nc1ccccc1F
    0.92	-20	8	-12	-4.4	-3	21	-6
52) CCN(c1ccccc1)S(=O)(=O)c1ccc(C(=O)Nc2ncccc2C)cc1
    0.91	-10	1	-9	-1.1	2	2	-3
53) O=C(Nc1ccccc1F)c1cc(S(=O)(=O)N2CCOCC2)ccc1N1CCOCC1
    0.96	1	0	3	-2.4	4	10	-5
54) O=c1c2ccccc2ncn1CCOCCOc1ccc([N+](=O)[O-])cc1
    1	-14	2	-5	0.1	2	11	-6
55) CN1CCCN(C(c2ccccc2)c2ccc(Cl)cc2)CC1 (configuration not stated)
    0.8	4	-3	-7	99*	0	15	-1
56) CC1(C)OC(=O)C(=Cc2ccc(-c3ccc(Cl)c(C(=O)O)c3)o2)C(=O)O1
    0.92	-6	1	23	2.5	-28	-31	-7
57) CC(C)C(NC(=O)C12CC3CC(CC(C3)C1)C2)C(=O)N/N=C/C1=C(N2CCOCC2)C(=C\c2cccc([N+](=O)[O-])c2)/CC1 (configuration not stated)
    0.83	-14	-12	-31	-0.6	2	16	4
58) CN(C)/C=N/NC(=O)c1ccc(Cl)cc1
    0.91	9	0	4	-2.5	-1	16	0
59) CCOc1ccc(CN(C)C(=O)CCNC(=O)c2ccco2)cc1
    0.99	-6	0	1	-2.0	1	12	-8
60) CN(C)S(=O)(=O)N1CCN(CC(O)COc2ccc(C(=O)c3ccccc3)cc2)CC1 (configuration not stated)
    1.1	-12	0	-25	9.4	1	12	7

An excerpt from above in order of length of the SMILES, falling:
Sequence of screens: hIAP act	SENP6 inh	NR3A LBD binder	PfGluPho inh	MPTP block	SENP1 inh	SENP8 block	ATG4B inhibitor
60) CN(C)S(=O)(=O)N1CCN(CC(O)COc2ccc(C(=O)c3ccccc3)cc2)CC1 (configuration not stated)
    1.1	-12	0	-25	9.4	1	12	7
53) O=C(Nc1ccccc1F)c1cc(S(=O)(=O)N2CCOCC2)ccc1N1CCOCC1
    0.96	1	0	3	-2.4	4	10	-5
52) CCN(c1ccccc1)S(=O)(=O)c1ccc(C(=O)Nc2ncccc2C)cc1
    0.91	-10	1	-9	-1.1	2	2	-3
54) O=c1c2ccccc2ncn1CCOCCOc1ccc([N+](=O)[O-])cc1
    1	-14	2	-5	0.1	2	11	-6

The listing continues.
Sequence of screens: hIAP act	SENP6 inh	NR3A LBD binder	PfGluPho inh	MPTP block	SENP1 inh	SENP8 block	ATG4B inhibitor
61) CCCNC(=O)c1cc(S(=O)(=O)N2CCc3ccccc32)ccc1F
    1	14	0	11	0.0	2	-1	1
62) CC1CCCN1c1ccnc2cc(Cl)ccc12 (configuration not stated)
    ·	·	-5	-28	0.7	3	-46	5
63) Nc1cccc2cc(S(=O)(=O)O)ccc12
    ·	·	3	33	-1.2	11	-474	-1
64) O=C(NCc1ccc2c(c1)OCO2)c1n[nH]c(=O)c2ccccc12
    0.98	-2	1	-5	0.0	0	6	-1
65) O=[N+]([O-])c1ccc(Cl)c(CN2CCCCCC2)c1
    0.85	-2	1	-8	0.6	1	12	6
66) C=C(C)c1cccc(C(C)(C)NC(=O)Nc2ccccc2OCC)c1
    1.1	-33	-2	8	0.2	0	20	-2
67) CC(C(=O)O)c1ccc(C(=O)c2ccccc2)s1 (configuration not stated)
    1.1	68*	-1	-33	-1.5	-1	7	-6
68) O=C(CSc1nc(-c2ccccc2)cc(C(F)(F)F)n1)NCCN1CCOCC1
    0.84	-43	1	-4	2.5	1	25	-5
69) COc1cccc2c1OCC(CN1CCN(C3CCCCC3)C(CCO)C1)=C2 (configuration not stated)
    1.1	-20	0	6	1.4	2	7	-8
70) O=C(O)C1C2C=CC(C2)C1C(=O)NCc1ccc(Cl)c(Cl)c1 (configuration not stated)
    1.1	-1	1	1	-0.2	3	15	-8
71) COCCN(C(=O)c1ccccc1F)c1c(N)n(Cc2ccccc2)c(=O)[nH]c1=O
    0.95	1	0	-10	-2.5	0	15	1
72) Oc1c(Br)cc(C=Nc2ccc3nc(-c4ccccc4)[nH]c3c2)c(O)c1Br
    0.85	-24	8	48	·	·	·	21
73) CN(Cc1ccno1)C(=O)CC1C(=O)NCCN1CC(c1ccccc1)c1ccccc1 (configuration not stated)
    1.1	-29	-2	-3	0.2	-17	-34	20
74) CC1(C)Cc2c(c(=S)nc(-c3ccccc3)n2CCOCCO)CO1
    1.1	-7	2	-1	10	-2	20	-5
75) CC(C)NC(=O)NC(=O)COC(=O)Cc1c(F)cccc1Cl
    0.98	7	0	-1	-1.7	2	7	-5
76) Cc1ccc(CONC(=O)c2cccc([N+](=O)[O-])c2)cc1
    1.1	11	0	2	-0.4	2	7	-5
77) CCOC(=O)c1cnc(-n2nc(C)cc2C)nc1Oc1ccc(C(=O)OC)cc1
    1	-20	2	21	0.7	2	18	1
